Bioassay records: PubChem, University of Kansas High Throughput Screening Laboratory
Pf apPOL block = Pf-apPOL DNA polymerase inhibition; 0.25% of 210,000 active; Recombinant Pf-apPOL, molecular beacon fluorescence, 1.5 h; inhibition, % at 10 µM
mHTT CaM bind = disrupts binding of mutant huntingtin to calmodulin | AID 1671202 | inhibition, % at 15 µM | AlphaScreen His-mHTT/GST-CaM binding, luminescence | 3.6% of 190,000 active | P42858;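 note: 0% = both proteins with DMSO and 100% = one protein alone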
Target sequence (P42858 whole entry, looked up, stated change not applied): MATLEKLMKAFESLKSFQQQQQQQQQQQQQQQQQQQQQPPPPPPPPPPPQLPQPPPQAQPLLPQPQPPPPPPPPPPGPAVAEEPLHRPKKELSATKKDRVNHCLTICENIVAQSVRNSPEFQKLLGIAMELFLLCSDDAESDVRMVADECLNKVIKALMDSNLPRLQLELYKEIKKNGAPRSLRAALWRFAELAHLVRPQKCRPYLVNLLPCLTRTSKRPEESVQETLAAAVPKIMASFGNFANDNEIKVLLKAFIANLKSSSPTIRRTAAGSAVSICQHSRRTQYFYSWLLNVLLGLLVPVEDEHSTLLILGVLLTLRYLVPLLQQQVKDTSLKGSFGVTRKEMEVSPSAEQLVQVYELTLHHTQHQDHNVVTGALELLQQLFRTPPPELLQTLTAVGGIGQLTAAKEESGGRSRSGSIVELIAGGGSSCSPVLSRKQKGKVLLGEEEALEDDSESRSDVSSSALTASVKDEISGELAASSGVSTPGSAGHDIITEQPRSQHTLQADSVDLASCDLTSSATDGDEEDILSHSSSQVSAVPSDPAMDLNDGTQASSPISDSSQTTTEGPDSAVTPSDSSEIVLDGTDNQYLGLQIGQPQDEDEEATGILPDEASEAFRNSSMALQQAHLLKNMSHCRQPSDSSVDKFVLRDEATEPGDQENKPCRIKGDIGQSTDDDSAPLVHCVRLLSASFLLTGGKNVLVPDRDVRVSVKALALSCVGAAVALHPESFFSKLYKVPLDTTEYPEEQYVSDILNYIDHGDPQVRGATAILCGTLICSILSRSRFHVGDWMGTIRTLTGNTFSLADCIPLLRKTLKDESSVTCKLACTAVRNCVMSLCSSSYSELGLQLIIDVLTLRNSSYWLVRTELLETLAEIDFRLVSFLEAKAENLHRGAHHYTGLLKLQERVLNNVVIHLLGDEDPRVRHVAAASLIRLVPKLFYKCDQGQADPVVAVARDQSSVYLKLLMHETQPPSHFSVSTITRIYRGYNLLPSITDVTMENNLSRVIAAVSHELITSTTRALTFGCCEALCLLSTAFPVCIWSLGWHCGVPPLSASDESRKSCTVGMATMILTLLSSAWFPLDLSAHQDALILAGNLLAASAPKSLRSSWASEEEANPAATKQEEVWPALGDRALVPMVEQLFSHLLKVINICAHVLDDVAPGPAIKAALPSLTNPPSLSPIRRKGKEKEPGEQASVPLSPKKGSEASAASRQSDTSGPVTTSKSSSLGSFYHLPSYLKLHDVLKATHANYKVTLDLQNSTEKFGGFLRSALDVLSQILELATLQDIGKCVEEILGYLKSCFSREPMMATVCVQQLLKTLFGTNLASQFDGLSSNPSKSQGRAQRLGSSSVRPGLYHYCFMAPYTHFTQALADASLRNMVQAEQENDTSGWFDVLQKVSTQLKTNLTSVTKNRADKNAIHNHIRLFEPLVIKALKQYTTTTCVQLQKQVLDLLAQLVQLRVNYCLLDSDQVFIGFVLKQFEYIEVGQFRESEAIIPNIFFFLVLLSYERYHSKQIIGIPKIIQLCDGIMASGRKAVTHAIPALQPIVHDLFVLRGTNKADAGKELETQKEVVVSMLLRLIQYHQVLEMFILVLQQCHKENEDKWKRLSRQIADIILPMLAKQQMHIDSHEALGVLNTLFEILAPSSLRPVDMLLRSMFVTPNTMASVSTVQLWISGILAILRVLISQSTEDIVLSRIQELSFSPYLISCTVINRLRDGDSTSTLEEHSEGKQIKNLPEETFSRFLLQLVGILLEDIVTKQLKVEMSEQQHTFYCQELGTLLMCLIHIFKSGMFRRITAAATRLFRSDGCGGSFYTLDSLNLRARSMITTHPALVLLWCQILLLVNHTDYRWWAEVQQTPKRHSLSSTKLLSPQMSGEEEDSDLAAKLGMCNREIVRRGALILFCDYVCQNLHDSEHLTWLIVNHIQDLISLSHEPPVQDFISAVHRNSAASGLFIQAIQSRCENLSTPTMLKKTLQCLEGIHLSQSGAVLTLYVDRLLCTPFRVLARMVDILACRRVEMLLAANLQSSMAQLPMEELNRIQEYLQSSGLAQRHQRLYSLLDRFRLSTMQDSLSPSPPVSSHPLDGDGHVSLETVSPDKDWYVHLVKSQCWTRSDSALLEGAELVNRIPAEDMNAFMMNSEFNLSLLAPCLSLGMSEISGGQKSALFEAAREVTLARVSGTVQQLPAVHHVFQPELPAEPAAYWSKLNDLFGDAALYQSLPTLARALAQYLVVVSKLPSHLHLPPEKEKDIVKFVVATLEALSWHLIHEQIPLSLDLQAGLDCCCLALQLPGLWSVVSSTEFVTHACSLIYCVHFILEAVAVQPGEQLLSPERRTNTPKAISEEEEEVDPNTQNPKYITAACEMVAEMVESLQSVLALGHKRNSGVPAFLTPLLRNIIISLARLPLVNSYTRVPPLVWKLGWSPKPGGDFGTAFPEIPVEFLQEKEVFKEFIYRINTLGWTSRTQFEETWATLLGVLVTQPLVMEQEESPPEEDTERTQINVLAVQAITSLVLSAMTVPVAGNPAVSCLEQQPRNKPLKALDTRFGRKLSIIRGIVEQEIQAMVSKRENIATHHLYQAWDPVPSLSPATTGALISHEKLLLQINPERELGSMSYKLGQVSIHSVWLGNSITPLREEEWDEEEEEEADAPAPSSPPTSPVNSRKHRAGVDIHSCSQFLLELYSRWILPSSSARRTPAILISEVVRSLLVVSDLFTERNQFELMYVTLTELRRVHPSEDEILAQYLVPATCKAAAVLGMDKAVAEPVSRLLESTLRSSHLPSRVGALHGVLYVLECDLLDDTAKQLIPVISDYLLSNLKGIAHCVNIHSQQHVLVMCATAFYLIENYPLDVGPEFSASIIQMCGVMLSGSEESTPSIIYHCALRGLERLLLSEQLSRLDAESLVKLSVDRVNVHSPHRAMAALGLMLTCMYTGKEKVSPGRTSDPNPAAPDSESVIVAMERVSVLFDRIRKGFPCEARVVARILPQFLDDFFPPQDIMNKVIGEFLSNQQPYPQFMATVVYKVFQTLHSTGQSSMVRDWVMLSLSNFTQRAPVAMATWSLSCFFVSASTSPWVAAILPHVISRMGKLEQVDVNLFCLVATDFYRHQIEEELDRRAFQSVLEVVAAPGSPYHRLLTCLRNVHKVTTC
* marks the source's active call; other numbers are inactive results; . = not tested or not shown; & = joins results of further samples. Cut-off read from the data, not from the text of the source: active = inhibition above about 50%; inactive = the rest.

Below each SMILES: Pf apPOL block, mHTT CaM bind
> CC(C)CNC(=O)N1CCCC(CNC(=O)C(C)C)C1 (centres undefined)
  -1, -5
> COc1cccc(C2=N/C(=C\c3ccccc3Cl)C(=O)O2)c1
  2, 7
> O=S(=O)(Nc1ccc(S(=O)(=O)Nc2ccccc2)cc1)c1ccc(Br)cc1
  -5, 6
> COc1cc2nc(SCc3ccon3)[nH]c2cc1OC
  ., 4
> O=C(Nc1cccc2nsnc12)c1ccc(Br)o1
  -4, 1
> O=Cc1cc(Cl)c(OCC(=O)O)c(Cl)c1
  -9, -1
> COCCC1CCN(C(=O)c2ccncc2)CC1
  0, -6
> c1cncc(-c2nc(N3CCOCC3)c3ccccc3n2)c1
  7, 6
> O=C(CCS(=O)(=O)c1ccccc1)Nc1ccc(Cl)c(N2CCCS2(=O)=O)c1
  -6, -8
> CN(C(=O)c1cnccn1)C1(C(=O)NC2CCCC2)CCCCC1
  -4, 1
> Cc1cc(NC(=O)c2cccc(Cl)c2Cl)ccc1Br
  4, 19
> O=C(Cc1cccs1)NC1CC(=O)N(Cc2ccccc2)C1 (centres undefined)
  18, 3
> Cc1noc(-c2cccc(F)c2)c1C(=O)NCc1ccc(Cl)cc1
  -5, -3
> Cc1c(C(=O)NCc2ccc(F)cc2)oc2ccc(S(=O)(=O)N3CCCC(C)C3)cc12 (centres undefined)
  -4, -2
> COCCNS(=O)(=O)c1ccc2c(c1)OCCO2
  -2, -6
> COCCc1noc(COC2CCN(Cc3ccco3)CC2)n1
  -6, -1
> CCC(C)NC(=O)CSc1nc2nc(C)c(Cc3cccc(C)c3)c(C)n2n1 (centres undefined)
  -8, 6
> Cc1ccc(-n2ncc3c(=O)[nH]c(SCC(=O)N4CCc5ccccc54)nc32)cc1
  0, 2
> COc1ccc(CN2C(=O)N3Cc4cc(OC)ccc4C3CS2(=O)=O)cc1 (centres undefined)
  2, -4
> CC(C(=O)N1CCOCC1)N(c1ccc(Oc2ccccc2)cc1)S(C)(=O)=O (centres undefined)
  -2, 1
> Cc1ccc2ncnc(NCc3ccco3)c2c1
  0, 3
> Cc1c(NC(=O)c2ccccc2)cccc1-c1nc2ncccc2o1
  1, 4
> COc1ccccc1C(=O)Nc1ccc(I)cc1Cl
  -9, -8
> COc1ccc(C(=O)Oc2ccc3c(c2C)OC(=Cc2ccco2)C3=O)cc1OC
  1, 20
> CN(C)C=CC(=O)C12CC3CC(CC(C3)C1)C2
  -1, .
> O=C(c1ccnc(-c2cccs2)c1)N1CCOCC1
  -3, -3
> Cc1cc(NCCC(C)C)n2c(nc3ccccc32)c1C#N
  -7, -7
> O=c1/c(=C/c2cccnc2)sc2nc(-c3ccc(Cl)cc3Cl)nn12
  0, 2
> Cc1ccc(C)c(Cc2c(C)nc3c(C(=O)NC4CCCCC4)cnn3c2C)c1
  1, -1
> Cc1cccc(C(=O)NCC2CCCO2)c1 (centres undefined)
  -3, -1
> CCOc1ccc(C(O)=C2C(=O)C(=O)N(c3ncccn3)C2c2cccc([N+](=O)[O-])c2)cc1 (centres undefined)
  -5, 6
> COc1ccc(OC)c(C2=NOC(C(=O)NCCc3ccc(OC)c(OC)c3)C2)c1 (centres undefined)
  -2, -5
> O=C(Nc1ccc(OCC(=O)N2CCOCC2)cc1)c1ccccc1I
  -10, 5
> C=CCOc1ccccc1/C=c1\sc2nc(-c3ccccc3C)nn2c1=O
  3, 8
> COc1ccccc1Oc1coc2cc(OC(=O)c3ccccc3F)ccc2c1=O
  -3, 3
> O=C(O)c1ccc2ncccc2c1
  -2, -4
> CCOc1ccc2nc(NC(=O)c3ccccc3Cl)sc2c1
  -3, -2
> O=C(Nc1cccn2cnnc12)c1ccncc1
  -2, -5
> CCc1nc2ccccc2n1CC1CC1(Cl)Cl (centres undefined)
  -2, -6
> Cn1c(=O)c2cn(-c3cccc([N+](=O)[O-])c3)cc2n(C)c1=O
  -8, 1

Entries from the list above with four or more nitrogen atoms:
Below each SMILES: Pf apPOL block, mHTT CaM bind
> c1cncc(-c2nc(N3CCOCC3)c3ccccc3n2)c1
  7, 6
> CN(C(=O)c1cnccn1)C1(C(=O)NC2CCCC2)CCCCC1
  -4, 1
> CCC(C)NC(=O)CSc1nc2nc(C)c(Cc3cccc(C)c3)c(C)n2n1 (centres undefined)
  -8, 6
> Cc1ccc(-n2ncc3c(=O)[nH]c(SCC(=O)N4CCc5ccccc54)nc32)cc1
  0, 2
> Cc1cc(NCCC(C)C)n2c(nc3ccccc32)c1C#N
  -7, -7
> O=c1/c(=C/c2cccnc2)sc2nc(-c3ccc(Cl)cc3Cl)nn12
  0, 2
> Cc1ccc(C)c(Cc2c(C)nc3c(C(=O)NC4CCCCC4)cnn3c2C)c1
  1, -1
> CCOc1ccc(C(O)=C2C(=O)C(=O)N(c3ncccn3)C2c2cccc([N+](=O)[O-])c2)cc1 (centres undefined)
  -5, 6
> O=C(Nc1cccn2cnnc12)c1ccncc1
  -2, -5
> Cn1c(=O)c2cn(-c3cccc([N+](=O)[O-])c3)cc2n(C)c1=O
  -8, 1

Entries of single compounds, quoted from the list. Order of screens: Pf apPOL block	mHTT CaM bind
COc1ccc(C(=O)Oc2ccc3c(c2C)OC(=Cc2ccco2)C3=O)cc1OC reads 1	20
CCOc1ccc2nc(NC(=O)c3ccccc3Cl)sc2c1 reads -3	-2

The listing continues:
Below each SMILES: Pf apPOL block, mHTT CaM bind
> CN1C(=O)CC(C(=O)Nc2cccc(Cl)c2)SC1=Nc1ccc(F)cc1 (centres undefined)
  8, 13
> O=C(Nc1ccccc1)OCCOc1ccccc1Cl
  -3, -11
> O=C(CN1C(=O)c2ccccc2C1=O)N1CCN(C(=O)C2CC2c2ccc(F)cc2)CC1 (centres undefined)
  -10, -6
> CCOc1ccc(-c2nnc(OCC)c3ccccc23)cc1
  12, -5
> Cc1[nH]nc2c1C(c1ccc3c(c1)OCO3)C(C#N)=C(N)O2 (centres undefined)
  -2, -4
> O=C(Nc1cccc(Br)c1)N1CCCC1c1nc(-c2ccc(F)cc2F)no1 (centres undefined)
  -4, -13
> O=C(Nc1ccccc1Sc1ncc([N+](=O)[O-])cc1C(F)(F)F)C1CC1
  -3&-6, .
> Cc1ccc(COCc2nn(C)c3c2CN(S(=O)(=O)c2ccc(C)c(F)c2)CC3)cc1
  -1, 3
> O=S(=O)(Nc1cccn2ncnc12)c1ccccc1Cl
  -1, -6
> CN1CCN(C(=O)c2cc(-c3ccc4c(c3)OCO4)nc3ccccc23)CC1
  5, 2
> Cc1nn(C)c(C)c1CNC(=O)C1CN(C(=O)c2cccs2)CC12CCCCC2 (centres undefined)
  1, 7
> O=C(c1cccs1)N1N=C(c2ccc(Cl)cc2)CC1c1ccc2nccnc2c1 (centres undefined)
  -14, 8
> COCCc1noc(COC2CCN(Cc3cn(C)nc3C)CC2)n1
  -3, -5
> O=[N+]([O-])c1cc2c(cc1-n1ccnc1)OCCO2
  ., 0
> O=C(c1ccccc1)c1nccn1-c1ccc(Cl)nn1
  7, 5
> O=C(NCCCc1ccccc1)c1c(O)c2cccc3c2n(c1=O)CC3
  -1, 17
> COc1ccccc1CC(=O)N(C(C)C)C(C)C
  -3, -4
> COCCCNc1nc(-c2ccccc2F)nc2ccccc12
  -2, 1
> CCCCn1c2ccccc2n2c(C(C)=O)c(C)nc12
  -3, 14
> Nc1cc(C2CCN(S(=O)(=O)c3cccc(Br)c3)CC2)no1
  0, 13

(further entries)
Molecule,Pf apPOL block,mHTT CaM bind
CC(C)c1cccc(C(C)C)c1NC(=O)c1cccs1,-2,-5
CCC(C)NC(=O)C1CCN(c2cccc(Br)c2)C1=O (centres undefined),2,-5
O=C(c1cn(-c2ccc(F)cc2)nn1)N1CCCCC1,-4,2
Cc1cccc(C(=O)N[C@H]2CC[C@@]34CCCN3C(=O)CCC[C@H]4[C@H]2C)c1,-5,1
O=C(NCCC1=CCCCC1)C1CCC(Cn2c(=O)[nH]c3ccsc3c2=O)CC1 (centres undefined),4,5
O=C(O)C1CCCN1S(=O)(=O)c1cccs1 (centres undefined),-3,1&0
Nc1nonc1C(=O)NCc1ccc2c(c1)OCO2,-1,-2
Cc1ccc(F)c(NC(=O)C2CC(=O)N(c3ccc(Br)cc3)C2)c1 (centres undefined),-8,0
O=C(/C=C/c1ccc([N+](=O)[O-])s1)Nc1nc(-c2ccccn2)cs1,-7,47
COc1ccc(CCNS(=O)(=O)c2ccccc2[N+](=O)[O-])cc1OC,7,6
CC(=O)N1C(=O)C2(C(C#N)=C(N)Oc3n[nH]c(-c4ccc(F)cc4)c32)c2ccccc21 (centres undefined),-2,26
O=c1c2c([nH]c3ccccc13)CCCC2,4,.
CNC(=O)c1ccsc1NC(=O)c1ccc2c(c1)CCCC2,5,-2
Cc1oc2cc(OC(=O)C(C)(C)C)ccc2c(=O)c1-c1nc2ccccc2n1C,1,-2
CCCN1C(=O)Cc2cc(C(=O)N3CCN(c4ccccc4C)CC3)ccc21,-2,55*
CN(C)c1cccc(C(=O)NCc2ccsc2)c1,-10,-3
Cn1c(N2CCCC(C(=O)NC3CCCCCC3)C2)cc(=O)n(C)c1=O (centres undefined),-3,-14
CC(C)(C)CC(=O)Nc1cccc(F)c1,-5,-6
COc1cccc(N2CCN(C(C)C(=O)Nc3ccccc3)CC2)c1 (centres undefined),-4,4
Cn1cccc(C(=O)N2CCC(c3nnc(-c4ccco4)s3)CC2)c1=O,0,-8
FC(F)(F)c1cc(NC(=S)NN=Cc2ccccn2)cc(C(F)(F)F)c1,-121,.
CCOc1ccc(C(=O)N2CCC(C(=O)NCCc3csc(C)n3)CC2)cc1,-1,1
COc1ccccc1-c1nnc(-c2ccco2)o1,6,-1
COc1ccc(Cc2cnc(NC(=O)Cc3ccccc3)s2)cc1,0,4
Cc1nn(C)c(C)c1CNC(=O)C1CCN(c2nnc3ccccn23)CC1,-9,3
Cc1[nH]nc(-c2ccsc2)c1NC(=O)Cc1ccccc1,-1,-4
COc1cccc(CNC(=O)N2CCc3nc4cc[nH]n4c(=O)c3C2)c1,-2,-3
COC(=O)c1ccc(Cl)cc1NC(=O)c1cccnc1Oc1ccccc1,-6,.
O=C(Nc1ccc(NC(=O)c2cc(Cl)ccc2Cl)cc1)c1cccs1,-16,9
Cc1c(Cl)cccc1NC(=O)c1cccc(Br)c1,2,-7
CN(C)c1ccc(C=Nc2ccc3cc4ccc(N=Cc5ccc(N(C)C)cc5)cc4nc3c2)cc1,.,23
O=C(Nc1ccc2c(c1)OCCO2)c1ccc(I)cc1,0,1
O=C(NCc1cccnc1)/C(=C\c1ccc(-c2ccc(Cl)cc2)o1)S(=O)(=O)c1ccccc1,0,32
CC(=O)c1ccccc1OCC(=O)c1ccc(Br)cc1,-1,-39
N#CC1=C(N)OC2=C(C(=O)CCC2)C1c1cccc(Oc2ccccc2)c1 (centres undefined),-3,11
COCc1noc(C2CCCCN2C(=O)Cc2ccccc2Cl)n1 (centres undefined),2,-10
O=C(CSc1ncccc1C(=O)NCc1ccccc1Cl)NCc1ccccc1,-3,2
CSc1ccc(Oc2cccc3c2S(=O)(=O)N(C2CC2)C[C@@H](COCc2ccccc2)O3)cc1C,-2,1
COc1cccc(N2CCN(C(=O)c3csc(-c4cccnc4)n3)CC2)c1,-2,19
Cc1nc2c(ncn2-c2ccccc2)c(=O)n1NC(=O)CN1CCOCC1,-2,.
O=C1OC(c2ccc(F)cc2)=N/C1=C/c1ccc(Cl)c(Cl)c1,-3,0
O=C(CSc1nc2scc(-c3ccccc3)c2c(=O)[nH]1)c1ccccc1,2,-18
CN(C)C(=O)c1cc2sc(Cl)cc2n1C,-4,2
Cc1cc(C)cc(C(=O)N2CCC(c3ccn4ncc(C(=O)N5CCOCC5)c4c3)CC2)c1,-3,16
COc1ccc(NC(=O)c2cnn3c2NC(c2ccco2)CC3C(F)(F)F)cc1 (centres undefined),0,16
Cc1ccc(C(=O)N2CCCC(c3nc(CNC(=O)C(C)C)cs3)C2)cc1 (centres undefined),-3,3
CCc1noc(COC2CCCN(C(=O)COc3ccccc3C)C2)n1 (centres undefined),-4,-8
Cc1ccc(-c2nnc(N3CCC(C(=O)NCc4cc(F)cc(F)c4)CC3)o2)cc1,-6,18
Cc1ccc2oc(-c3ccc(NC(=O)C(C)C)c(C)c3)nc2c1,0,-4
CS(=O)(=O)N1CCN(C(=O)c2ccc(-n3cccn3)nn2)CC1,-1,-15

Other compounds
Molecule,Pf apPOL block,mHTT CaM bind
CCc1ccccc1NC(=O)c1sc2ccccc2c1Cl,-3,-9
CCC(=O)N1c2ccc(S(=O)(=O)NC3CCCCC3)cc2CC1C (centres undefined),1,-1
Cc1cc(C)nc(N(C)S(=O)(=O)c2ccc(N)cc2)n1,-10,4
CCn1cc(SCC(=O)Nc2ccc(C)cc2C)c2ccccc21,-4,-2
COc1ccc(Cl)cc1N(CC(=O)O)S(C)(=O)=O,-2,-7
O=C(Nc1nnc(SCC(=O)N2CCc3ccccc32)s1)c1ccccc1Cl,-3,-2
O=S(N1CCCCCC1)C12CC3CC(CC(C3)C1)C2 (centres undefined),-4,-1
CS(=O)(=O)c1ccc2nc(NC(=O)Cc3ccc(Br)cc3)sc2c1,-5&-9,26&-1
O=C(Nc1ccccc1)C(=O)NC1CCCCCC1,-8,-3
COc1cc(C(=O)Nc2c3c(nn2-c2ccccc2)CSC3)cc(OC)c1OC,1,-10
